Screening data deposited in PubChem by National Center for Advancing Translational Sciences (NCATS).
TDP1 cell noCPT: qHTS for Inhibitors of human tyrosyl-DNA phosphodiesterase 1 (TDP1): qHTS in cells in absence of CPT; Potency, µM (titrated, usually from 46.2 µM), inactives show at the top dose activity change, negative = growth inhibition, usual class: inhibitors; DT40 Tdp1-/- hTDP1 cells, no CPT, ATP luminescence, 48 h; 420,000 tested, 15% active; active = well fitted inhibition curve with a large enough effect; inconclusive = small, poorly fitted or top-dose-only effect; also: nearly all actives have a fitted effect of over 55% in size
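Compound effects on proliferation are scored in DT40 Tdp1-/-;hTDP1 cells in the absence of CPT. ATP levels (CellTiter-Glo luminescence) are recorded after a ≥48 hr, 37 °C incubation.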
The depositor's hits bear a star; ? = inconclusive; [ ] = remark or other dose. % is scaled to controls: 0 for no effect and ±100 for the full control effect; potency is read from the fitted curve at half-maximal effect. Some of the compounds tested; the hit share may differ from the screen's.

SMILES	TDP1 cell noCPT
CC(C)(C)CC(C)(C)N=C1Nc2ccc(Cl)cc2N[C@]12C[C@H]1CCCC(=O)N3CC[C@@H](C2)[C@@H]13	?
Cc1cccc(S(=O)(=O)N(C)C[C@H]2OCc3cnnn3CCCC(=O)N([C@H](C)CO)C[C@@H]2C)c1	?
OC(c1ccc2ccccc2n1)c1c(Cl)cccc1Cl (configuration not stated)	?
CN(C)S(=O)(=O)c1ccc(N2CCCC2)c(C(=O)N2CCN(S(=O)(=O)c3ccc(F)c(F)c3)CC2)c1	-19%
COc1ccc(NS(=O)(=O)c2ccc(NC(C)=O)cc2)nn1	-7%
CN(CCc1ccccc1)C(=O)c1ccc(NC(=O)Cc2ccc(NC(=O)C3CCN(S(=O)(=O)c4cccc([N+](=O)[O-])c4)CC3)cc2)cc1	9.2µM*
Cc1ccccc1N1CCN(c2ccccc2NC(=O)/C=C\C(=O)O)CC1	?
CCc1ccc(CNCCNC(=O)c2ccco2)cc1	-29%
C[C@H]1CN([C@@H](C)CO)C(=O)CCCn2cc(nn2)CO[C@@H]1CN(C)S(=O)(=O)c1ccc(Oc2ccccc2)nc1	-39%
F[B-](F)(F)COc1ccccc1	-10%
OC(c1ccc2c(c1)OCO2)c1ncc(-c2cccc(C(F)(F)F)c2)[nH]1 (configuration not stated)	8.2µM*
CCCCC[C@H](C)N1C[C@H](COCc2ccccc2)Oc2cc(N3CCC[C@H]3CO)ccc2S1(=O)=O	21µM*
Cc1cc(NC(=O)c2cccc(Br)c2)no1	-6%
CCc1cc[n+](CC(=O)c2ccc(F)cc2)cc1C(=O)O	-4%
Cc1ccccc1NC(=O)C1CCN(C(=O)c2ccc(F)cc2)CC1	-1%
CCOC(=O)C1(C)CCCN(C(=O)c2cccnc2)C1 (configuration not stated)	17%
Cc1cc(C(=O)Nc2ccccc2-c2nc(CNC(=O)C3(C)CCCCC3)c(C)o2)c(C)o1	2%
COc1ccc2[nH]c3c(c2c1)CNCC3	?
Cc1cccn2c(=O)c3cc(C(=O)N4COCC4(C)C)n(Cc4ccccc4)c3nc12	-13%
CC(C)n1c(CN2CCN(C)CC2)nc2c1c(=O)n(C)c(=O)n2C	-11%
O=C(Nc1ccc2c(c1)OCCO2)C(C1CC1)n1c(=O)c(-c2ccccc2)nc2ccccc21 (configuration not stated)	?
CCc1cc(-c2nnn(CCC3COCCO3)c2C(C)(C)O)ccc1-c1cn(CCc2c[nH]c3ccccc23)nn1 (configuration not stated)	12µM*
N[C@@H](C(=O)N[C@@H]1C(=O)N2C(C(=O)O)=C(Cl)CC[C@H]12)c1ccccc1	-19%
Cc1ccccc1-c1cc2c(c3c1ccn3C)C1CCC2O1 (configuration not stated)	?
CCCS(=O)(=O)NC(=O)C1(C)CCN(C(=O)/C=C/c2ccccc2)C1 (configuration not stated)	-2%
Cc1ccc(C(=O)N(Cc2cc3cccc(C)c3nc2N2CCC(O)CC2)C2CC2)cc1	13µM*
O=C1C=CC(O)C2(CO)OC12 (configuration not stated)	5.8µM*
Cc1cc2c(=O)n(C)c(SCC(=O)Nc3ccc(F)cc3)nc2s1	-12%
COC(=O)N(C)C[C@H]1OCc2cnnn2CCCC(=O)N([C@H](C)CO)C[C@H]1C	-13%
CC1(C(=O)NS(=O)(=O)c2cccc(OC(F)F)c2)CCN1C(=O)CC1CCCC1 (configuration not stated)	-8%
COc1cccc(C(C)(O)c2nc(-c3ccccc3C)cs2)c1 (configuration not stated)	?
CN1C(=O)CC(N2CCN(c3ccccc3)CC2)C1=O (configuration not stated)	0%
CN1C[C@H]2CON(C)[C@H]2C[C@H]1c1cccc(-c2ccccc2)c1	-16%
COC(=O)CCCCC1=CCC2C(=O)C=C(O)C2C1 (configuration not stated)	5%
CC(=O)Nc1cnc(-c2ccccc2C(C)=O)cn1	8%
O=C1COc2ccc(C(=O)COC(=O)/C=C/c3ccco3)cc2N1	-16%
CC1=C(C(=O)N2CCOCC2)CC(CC(=O)NC(c2ccccc2)c2ccccc2)C(=O)N1CCCN1CCCC1=O (configuration not stated)	-13%
CCOC(=O)N1CCN(C(=O)C[C@@H]2C[C@@]3(C(=O)OCC)CCCC=C3N(Cc3ccccc3)C2=O)CC1	?
CSc1c(CN2CCN(C)CC2)c2ccccc2n1C	-21%
CC1(C(=O)Nc2cnc3ccccc3c2)CCN1CCOc1ccccc1 (configuration not stated)	?
O=C1C(=NO)CC(c2ccccc2)N1c1ccccc1 (configuration not stated)	-4%
COc1cc(CCNC2=CC(=O)c3ncccc3C2=O)ccc1O	5.8µM*
CC(C)(CNC(=O)c1cnn(-c2nccc(-c3cccs3)n2)c1C1CC1)N1CCOCC1	-18%
CCCCCCn1c(=O)n2n(c1=O)[C@@H]1CN(S(=O)(=O)c3ccc(C)cc3)C[C@]1(O)[C@@H](OC(=O)Nc1cccs1)C2	26µM*
CCCS(=O)(=O)Nc1ccc(Nc2c3ccccc3nc3ccccc23)c(OC)c1	0.16µM*
CCc1cccc(C)c1NC(=O)COC(=O)Cc1ccccc1	-25%
C=CCNC(=O)c1ccc2nc(Cc3ccc(OC)cc3)oc2c1	-9%
CN(Cc1ccccc1)C(=O)Nc1c(Cl)cccc1Cl	1%
Cc1cc(O)cc2c1O[C@](C)(CCC(=O)O)CC2	-2%
Cc1cnc(-n2ncc(C(=O)NCCN3CCOCC3)c2-c2cccs2)nc1-c1ccc(F)cc1	-29%
CC(=O)Nc1ccc2c(c1)C(=Nc1ccccc1)c1ccccc1-2	-26%
Nc1ncnc2c1ncn2[C@@H]1O[C@H](C(=O)Nc2cc(C(F)(F)F)cc(C(F)(F)F)c2)[C@@H](O)[C@H]1O	?
O=Nc1c(O)[nH]c2ccc(Cl)c(Cl)c12	?
Cc1cccc(C(=O)NNC(=O)c2ccco2)c1O	13%
Cc1cccc(C)c1NC(=O)CN1CCC(Cc2ccccc2)CC1	13µM*
COc1ccc(CNC(=O)C2(CC3CC(c4ccccc4)=NO3)CCN(C(=O)c3cccc(O)c3)CC2)cc1 (configuration not stated)	?
Nc1nc(N)nc(-c2ccc([N+](=O)[O-])o2)n1	23µM*
CCCCNC(=O)C[C@@H]1C[C@@]2(C(=O)OC)CCCCC=C2N(Cc2ccco2)C1=O	?
Cc1ccc(C(=O)N2[C@@H]3CN(C)C(=O)[C@@]2(C)[C@H]2C(=O)N(C)C(=O)[C@@H]32)cc1	-19%
O=C1CSCc2nc3ccccc3n21	-17%

Three structures from above, sorted by molecular weight, descending.
SMILES	TDP1 cell noCPT
CCc1cc(-c2nnn(CCC3COCCO3)c2C(C)(C)O)ccc1-c1cn(CCc2c[nH]c3ccccc23)nn1 (configuration not stated)	12µM*
N[C@@H](C(=O)N[C@@H]1C(=O)N2C(C(=O)O)=C(Cl)CC[C@H]12)c1ccccc1	-19%
CCc1cccc(C)c1NC(=O)COC(=O)Cc1ccccc1	-25%

Next part:
SMILES	TDP1 cell noCPT
CS(=O)(=O)Nc1cccc(NC(=O)c2cccc3c(-c4cccc(C(N)=O)c4)coc23)c1	?
CCn1c(SCc2ccccc2)nc2ccccc2c1=O	-22%
COc1cc(CC2C(=O)OCC2C(=O)c2ccc3c(c2)OCO3)cc(OC)c1OC (configuration not stated)	6%
O=C1OC(c2ccccc2)(c2ccccc2)c2ccccc21	?
COc1ccc(OC)c(C(=O)C(=O)c2cc(OC)ccc2OC)c1	?
COc1cc(OC)nc(Oc2ccccc2/C=N/O)n1	?
COc1ccc(S(=O)(=O)N(CC(=O)NCc2ccc(C)cc2)c2ccc(Cl)cc2)cc1	-21%
C=CCNc1nc(NCCOc2ccccc2Cl)c2sc(-c3ccccc3)cc2n1	15µM*
Cc1ccc(C(=O)NCCN2CCC(n3c(=O)[nH]c4ccccc43)CC2)cc1F	-33%
O=C(CCc1nc2ccccc2c(=O)[nH]1)NCCN1C(=O)S/C(=C\c2ccc(OC(F)F)cc2)C1=O	18µM*
NNC(=O)C1CCN(S(=O)(=O)c2ccc(Cl)cc2)CC1	3%
Cc1ccccc1-c1n[nH]nc1C1=CC(=O)C[C@H](c2ccc(F)cc2)C1	?
CCC12CC1(C(=O)OC)C(=O)N1CCc3c([nH]c4ccccc34)C12 (configuration not stated)	-13%
COCCOC(=O)c1c(C)oc2c1cc(NS(=O)(=O)c1ccc(Cl)c(C)c1)c1ccccc12	23µM*
CN1CCN(c2ncnc3c2ncn3[C@H]2CN(Cc3cccs3)C[C@@H](CO)O2)CC1	-20%
C=CCOc1cccc(C(=O)N2CCCC(Nc3ccc(F)cc3)C2)c1 (configuration not stated)	?
CC(C)(C)OC(=O)N(CCc1ccccc1)Cc1cccc(OCc2cccc(NC(=O)C3CC3)c2)c1	?
O=[N+]([O-])c1cccc(C=NN2CCCCCC2)c1	-6%
O=C(O)C(Cc1ccccc1N(CCO)CCO)N1C(=O)c2ccccc2C1=O (configuration not stated)	-12%
CCOc1ccc2[nH]c(=S)sc2c1	?

Shown field by field: three of the compounds above
molecule: CCn1c(SCc2ccccc2)nc2ccccc2c1=O
  TDP1 cell noCPT = -22%

molecule: COc1cc(CC2C(=O)OCC2C(=O)c2ccc3c(c2)OCO3)cc(OC)c1OC (configuration not stated)
  TDP1 cell noCPT = 6%

molecule: O=C1OC(c2ccccc2)(c2ccccc2)c2ccccc21
  TDP1 cell noCPT = ?

The results go on:
SMILES	TDP1 cell noCPT
COc1cc2nc3n(c(=O)c2cc1OC)-c1ncccc1C(=O)NC3Cc1ccccc1 (configuration not stated)	-29%
CCCCN1C(N)=NC[C@@H]1CCCCN	1%
CC1(c2cccc(N)c2)OCCO1	1%
COCCCN1C(=O)C(CC(=O)NCCN2CCOCC2)CC(C(=O)N(C(C)C)C(C)C)=C1C (configuration not stated)	?
CC(C)(C(=O)c1ccccc1)/[N+]([O-])=C/c1ccc(F)cc1	-6%
O=c1c2ccccc2sc2c(CO)ccc(NCCN3CCCCC3)c12	0.92µM*
CCc1nc2c(OCCC3CCCCC3)cccn2c1N(C)C(=O)COc1ccccc1	?
CCOC(=O)[C@]12CCC=C1N(Cc1cccc3ccccc13)C(=O)[C@H](CC(=O)NCCc1ccccc1OC)C2	18µM*
CC(C)(C)c1ccc(CC(=O)N2CCC2(C)C(=O)NS(=O)(=O)c2ccccc2Cl)cc1 (configuration not stated)	4%
COc1ccc(S(=O)(=O)N(C)C[C@@H]2Oc3cc(Br)ccc3S(=O)(=O)N([C@H](C)CO)C[C@@H]2C)cc1	16µM*
COc1cc(=O)n2c(c1C(=O)N(C)Cc1nonc1C)CCN(Cc1ccc(C)cc1C)CC2	?
Oc1c(CN2CCOCC2)cc(CN2CCOCC2)cc1CN1CCOCC1	10%
COc1ccc(NC(=O)C2CC3CCC2C3)c(OC)c1 (configuration not stated)	3%
O=C(O)CC1NC(=S)N(Cc2ccccc2)C1=O (configuration not stated)	18µM*
CC(C)(C)c1nnc2sc(SCC(O)=C(C#N)c3nc4ccccc4[nH]3)nn2c1=O	?
OC(Cc1cccc(C=NN2CCOCC2)n1)(C(F)(F)F)C(F)(F)F	?
COc1ccc(-c2cc(NC=O)c3ncc(-c4cccc(C(=O)N(C)C)c4)n3c2)cn1	16µM*
Cc1ncc(COP(=O)(O)O)c(CN)c1O	-22%
Cc1cc(C(O)c2ncc(-c3ccc(Cl)cc3)[nH]2)ccc1F (configuration not stated)	?
CCOC(=O)[C@]12CCC=C1N(Cc1cccc3ccccc13)C(=O)[C@H](CC(=O)N1CCC(c3ccccc3)CC1)C2	?
CCCc1cn(CC(C)n2c(=O)c3ccccc3n2Cc2cc(C(C)C)no2)nn1 (configuration not stated)	3%
COC(=O)[C@@]12C[C@@H](CC(=O)NCCC(C)C)C(=O)N(Cc3ccccc3)C1=CCC(C)(C)C2	?
O=c1ccn(C2CCCO2)c(=O)[nH]1 (configuration not stated)	15µM*
CCCC(=O)N1CCCC1(C)C(=O)NCc1ccc(F)cc1Cl (configuration not stated)	1%
COC(=O)c1ccc(CN2C(=O)C(C)ON=C2c2ncccc2C)o1 (configuration not stated)	0%
COC(=O)c1cc(CNC(=O)c2ccccc2OC)cc(NC(=O)c2ccccc2F)c1	16µM*
CC(C)(C)OC(=O)C(C1NC(C(=O)O)C(C)(C)S1)N1C(=O)c2ccccc2C1=O (configuration not stated)	-9%
FC(F)(F)c1cc(Cl)c2nc(-c3ccc(Cl)cc3)c(Cc3ccsc3)n2c1	-9%
CN(Cc1cnc2nc(N)nc(N)c2n1)c1ccc(C(=O)NC(CCC(=O)O)C(=O)O)cc1C(F)(F)F (configuration not stated)	0.18µM*
COCCNC(=O)C1(C)CCCN(C(=O)c2ccc3c(c2)OCO3)C1 (configuration not stated)	0%
COc1ccccc1NC(=O)c1ccc([N+](=O)[O-])o1	16µM*
Cc1cc(C)c(C(=O)Nc2ccc3c(c2)OCCO3)c(C)c1	?
CCCN(C(=O)CSCc1ccc(C)cc1)c1c(N)n(Cc2ccccc2)c(=O)[nH]c1=O	-4%
COC(=O)C[C@H]1c2ccc(C(F)(F)F)cc2S(=O)(=O)N1Cc1ccccc1	?
Cc1cc2c3ccccc3[nH]c(=O)n2n1	-23%
Cc1ccc(C(=O)O)c(NC=O)c1OCc1ccccc1	34%[activator]

Compounds above that have a CF3 group:
SMILES	TDP1 cell noCPT
OC(c1ccc2c(c1)OCO2)c1ncc(-c2cccc(C(F)(F)F)c2)[nH]1 (configuration not stated)	8.2µM*
Nc1ncnc2c1ncn2[C@@H]1O[C@H](C(=O)Nc2cc(C(F)(F)F)cc(C(F)(F)F)c2)[C@@H](O)[C@H]1O	?
OC(Cc1cccc(C=NN2CCOCC2)n1)(C(F)(F)F)C(F)(F)F	?
FC(F)(F)c1cc(Cl)c2nc(-c3ccc(Cl)cc3)c(Cc3ccsc3)n2c1	-9%
CN(Cc1cnc2nc(N)nc(N)c2n1)c1ccc(C(=O)NC(CCC(=O)O)C(=O)O)cc1C(F)(F)F (configuration not stated)	0.18µM*
COC(=O)C[C@H]1c2ccc(C(F)(F)F)cc2S(=O)(=O)N1Cc1ccccc1	?
